Assay outcomes (PubChem BioAssay)
Hck-Nef inh: inhibitors of human Hck kinase activated by Nef; P08631; Recombinant Hck-YEEI plus Nef, Z-Lyte FRET kinase assay; inhibition, % at 20 µM; 220,000 tested, 0.68% active;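 active means Hck-Nef kinase inhibition above about 50%, limit read from the data; inactive means inhibition below that limit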;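 further: 0% = DMSO with Hck plus Nef and 100% = Hck alone without Nef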
TbHK1 inh: T. brucei hexokinase 1 inhibition; AID 1430; inhibition, % at 10 µM; recombinant TbHK1, G6PDH-coupled NADH A340; 220,000 tested, 0.11% active;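 active means inhibition of 50% or more in the single-dose primary screen; inactive means inhibition below 50%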
Runt-SMMHC FRET: blocks binding of human RUNX1 Runt domain to CBFb-SMMHC | Cerulean-Runt/Venus-CBFb-SMMHC FRET ratio 530/480, 1 h | inhibition, % at 20 µM | 220,000 tested, 0.74% active | AID 1434;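 active means mean inhibition across duplicate retests at 20 µM reaching about 50%, limit read from the data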;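 further: 0% = DMSO wells and 100% = wells with excess untagged CBFb-SMMHC; inhibitors lower the FRET ratio by blocking Runt binding to CBFb-SMMHC; some results filed as inactive read as strong as hits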
14-3-3 Bad PPI: disrupts binding of bovine 14-3-3 zeta to phospho-Bad peptide; inhibition, % at 21.7 µM; AID 781; P63103; TR-FRET 14-3-3zeta/Dy647-pBad peptide displacement, 1 h; 220,000 tested, 0.71% active;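 active means inhibition above about 70%, limit read from the data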;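 further: 0% = full 14-3-3 plus peptide FRET controls and 100% = background without 14-3-3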
Target sequence (P63103 whole entry, looked up): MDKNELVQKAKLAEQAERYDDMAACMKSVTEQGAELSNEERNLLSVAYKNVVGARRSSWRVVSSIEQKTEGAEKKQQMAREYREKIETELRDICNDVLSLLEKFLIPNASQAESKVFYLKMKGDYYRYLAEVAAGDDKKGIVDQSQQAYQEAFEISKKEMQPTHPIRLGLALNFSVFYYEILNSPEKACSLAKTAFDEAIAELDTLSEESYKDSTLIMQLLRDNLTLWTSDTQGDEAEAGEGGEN
p47phox inh: blocks human p47phox regulatory protein of NADPH oxidases; P14598; p47phox/p22phox peptide binding, fluorescence polarization, 2 h; inhibition, % at 24.7 µM; 220,000 tested, 0.53% active; AID 1274;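 active means inhibition above about 30%, limit read from the data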;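 further: 0% = p47phox with labelled peptide and 100% = labelled peptide alone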
Target sequence (P14598 whole entry, looked up): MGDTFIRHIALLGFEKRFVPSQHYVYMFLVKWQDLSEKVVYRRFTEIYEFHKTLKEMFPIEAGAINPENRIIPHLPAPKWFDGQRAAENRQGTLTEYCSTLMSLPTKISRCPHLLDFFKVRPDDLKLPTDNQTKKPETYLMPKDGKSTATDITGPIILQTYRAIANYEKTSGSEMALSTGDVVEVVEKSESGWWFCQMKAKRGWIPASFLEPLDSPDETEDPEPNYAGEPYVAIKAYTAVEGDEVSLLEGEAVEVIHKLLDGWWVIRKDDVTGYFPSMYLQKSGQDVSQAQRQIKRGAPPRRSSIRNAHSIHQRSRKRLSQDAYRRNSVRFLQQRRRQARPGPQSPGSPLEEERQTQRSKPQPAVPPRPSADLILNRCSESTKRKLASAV
Runt-CBFb FRET: inhibitors of human RUNX1 Runt domain binding to CBFb; Q01196+Q13951; Cerulean-Runt/Venus-CBFb FRET ratio 530/480, 1 h; inhibition, % at 20 µM; 220,000 tested, 0.46% active;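 active means inhibition over about 50% at 20 µM in the single-dose screen, limit read from the data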;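 further: 0% = DMSO wells and 100% = excess unlabeled CBFb competitor control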
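Buffer or medium: Tris pH 7.5 buffer with BSA. Assay system: Cerulean-labeled Runt domain protein. Amount: each fluorescent fusion protein 100 nM. Read-out basis: loss of energy transfer signal. Incubation: 1 h compound exposure, room temperature. Probe or stimulus: Venus-CBFb binding partner, 100 nM. Detection: FRET, excitation 422 nm, emission at 530 and 480 nm.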
EBV gp42 inh: inhibitors of Epstein-Barr virus glycoprotein 42 | Fluorescence polarization binding assay, mP read-out | inhibition, % (tested at 21.74 µM) | Q1HVG2 | 220,000 tested, 0.42% active; in the data active means inhibition above about 50%
Target sequence (Q1HVG2 whole entry, looked up): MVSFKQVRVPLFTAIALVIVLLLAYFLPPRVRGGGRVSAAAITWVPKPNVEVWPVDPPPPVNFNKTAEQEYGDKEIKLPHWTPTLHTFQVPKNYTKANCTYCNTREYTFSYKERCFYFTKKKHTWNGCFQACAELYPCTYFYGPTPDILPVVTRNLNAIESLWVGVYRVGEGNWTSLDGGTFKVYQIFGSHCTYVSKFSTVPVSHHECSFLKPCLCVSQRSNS
MDM2 E3 inh: blocks human Mdm2 ubiquitin ligase activity; Q00987; cell-based MDM2 ubiquitination luciferase reporter, 2 h; 0 = plate control, 100 = twice control, blank-subtracted; signal enhancement, % at 5 µM; 210,000 tested, 0.11% active; AID 1230;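 active means signal enhancement of 30% or more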;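 further: luminescence tracks abundance of the self-degrading MDM2-luciferase fusion protein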
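system = mammalian cells stably expressing self-ubiquitinating, self-degrading MDM2 E3–luciferase fusion | quantity = 2000 cells per well seeded | incubation = 4 h cell settling then 2 h compound exposure, 37 °C | signal = SteadyLite luminescence, 15 min reagent step | benchmarks = plate control and blank wells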
zVAD death inh: L929 zVAD cell death inhibition; L929 zVAD necroptosis rescue, ATP luminescence, 24 h; with zVAD 60 µM; viability rescue, % at 10 µM; 220,000 tested, 0.38% active;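 active means activation, scaled between plate controls, above about 75%, limit read from the data; inactive means activation under that limit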;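 further: 0% = zVAD with DMSO and 100% = DMSO alone without zVAD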
* = called active by the depositor; / = no result given; [ ] = dose if it differs, or a comment.

SMILES | Hck-Nef inh | TbHK1 inh | Runt-SMMHC FRET | 14-3-3 Bad PPI | p47phox inh | Runt-CBFb FRET | EBV gp42 inh | MDM2 E3 inh | zVAD death inh
O=C(O)c1cccc(Cn2c(Cl)c(/C=N/NC(=O)c3ccccc3)sc2=O)c1 | -1 | -12 | 0 | 22 | -25 | 2 | -7 | -15 | 0.0
O=C(Oc1cccc(Br)c1)c1cccnc1 | 2 | 26 | 0 | 0 | 5 | -3 | -2 | -8 | 0.0
O=C(c1ccc2c(=O)n3c(nc2c1)CCCCC3)N1CCN(c2ccc(F)cc2)CC1 | 17 | -26 | 0 | -2 | -8 | 0 | -7 | -8 | 1.2
CC1CCCC2(C1)NC(=S)N(c1ccccc1)N2 (centres undefined) | 2 | -1 | 7 | 3 | -36 | 28 | -9 | -15 | -0.2
Cc1ccc2oc(=O)c3cnn(CC(=O)Nc4cc(-c5cccc(F)c5)no4)c3c2c1 | -3 | 8 | -1 | 38 | 8 | -2 | -17 | / | /
Cc1c(Cl)cccc1NC(=S)N1CCN(S(=O)(=O)c2cccs2)CC1 | 28 | 3 | -2 | -11 | -11 | 0 | -2 | -7 | 1.1
NC(=O)CSc1nc2cc([N+](=O)[O-])ccc2n1-c1cccc(C(F)(F)F)c1 | 1 | -15 | -1 | 7[fluorescence artefact?] | -27 | -2 | -6 | -8 | 1.0
Cc1ccccc1NC(=O)c1sc2nc[nH]c(=O)c2c1C | 0 | 2 | -8 | 4 | -14 | 2 | -21 | 5 | 0.3
CSc1ccccc1NC(=O)c1ccccc1 | 17 | 1 | 2 | -10 | 8 | -1 | -21 | -7 | 0.0
CC1(C)Cc2c(c(N3CCOCC3)nc3sc4c(NCc5ccco5)nnnc4c23)CS1 | 1 | -15 | -2 | -10 | -70 | 1 | -31 | -2 | 0.5
COc1ccc(-c2nnn(CC(=O)N(CCN3CCOCC3)C(C(=O)NC3CCCC3)c3ccco3)n2)cc1 (centres undefined) | 19 | -12 | 5 | -12 | -3 | -1 | 3 | -14 | -0.5
Cc1c(Cl)c([N+](=O)[O-])nn1CC(=O)N1CCCC1 | 7 | -1 | -3 | -3[fluorescence artefact?] | -8 | -1 | -13 | -1 | 0.1
O=C(COC(=O)/C=C/c1ccccc1)Nc1cccc(Oc2ccccc2)c1 | 5 | -5 | 3 | -3 | -19 | 1 | -12 | 5 | /
O=C(NC(=S)Nc1ccc(S(=O)(=O)Nc2nccs2)cc1)c1ccc(F)c(F)c1 | 0 | 6 | 1 | -9 | -13 | 10 | -19 | -9 | 0.5
Cc1cc(C)nc(NC(=O)c2ccc(Cl)cc2)n1 | 25 | -1 | -2 | -11 | -4 | 0 | -20 | 12 | 3.2

Complete entries from above. Order of screens: Hck-Nef inh	TbHK1 inh	Runt-SMMHC FRET	14-3-3 Bad PPI	p47phox inh	Runt-CBFb FRET	EBV gp42 inh	MDM2 E3 inh	zVAD death inh
O=C(COC(=O)/C=C/c1ccccc1)Nc1cccc(Oc2ccccc2)c1 across the screens: 5	-5	3	-3	-19	1	-12	5	/
CC1(C)Cc2c(c(N3CCOCC3)nc3sc4c(NCc5ccco5)nnnc4c23)CS1 across the screens: 1	-15	-2	-10	-70	1	-31	-2	0.5
O=C(NC(=S)Nc1ccc(S(=O)(=O)Nc2nccs2)cc1)c1ccc(F)c(F)c1 across the screens: 0	6	1	-9	-13	10	-19	-9	0.5

Continuation.
SMILES | Hck-Nef inh | TbHK1 inh | Runt-SMMHC FRET | 14-3-3 Bad PPI | p47phox inh | Runt-CBFb FRET | EBV gp42 inh | MDM2 E3 inh | zVAD death inh
CCC1SC2=NC(C)=C(C(=O)OC)C(c3ccc(C)cc3)N2C1=O (centres undefined) | 9 | -14 | 0 | 3 | -10 | -1 | -20 | -8 | -0.8
CCOc1ccc(C(=O)NC2CCN(C(=S)NCc3ccco3)CC2)cc1 | -1 | -8 | 8 | 2 | -5 | 12 | -22 | -54 | 0.3
Cc1cccc(OCCN2C(=O)C(=O)c3cccc(C)c32)c1 | 1 | 18 | -5 | -22 | -8 | 0 | -2 | -11 | 0.1
O=C(NNc1ncnc2ccccc12)c1cccc(Cl)c1 | 21 | -19 | -2 | -2 | 12 | 0 | -7 | -22 | 0.0
Cc1oc2ccc(OC(=O)N3CCOCC3)cc2c1C(=O)OC(C)C | 0 | 2 | 0 | 2 | -2 | -2 | -9 | -7 | 4.1
O=C(NCc1ccco1)c1cnc2n(c1=O)CCS2 | 0 | -1 | 0 | / | / | -1 | / | / | 0.2
N#Cc1c(NC(=O)CCn2cnc3ccccc3c2=O)oc(-c2ccccc2)c1-c1ccccc1 | 6 | -11 | 2 | 6[fluorescence artefact?] | -6 | -5 | -10 | -6 | 0.9
O=C(c1ccccc1[N+](=O)[O-])N1CCCN(C(=O)c2ccccc2[N+](=O)[O-])CC1 | -9 | 0 | 4 | 4 | -10 | -3 | -2 | -7 | /
CCCc1cc(C(=O)Nc2ccn(Cc3ccc(C)cc3)n2)no1 | 21 | -7 | -2 | 1 | -4 | 2 | -9 | -7 | 1.5
O=C(Nc1ccccc1)Nc1ccccc1NS(=O)(=O)c1cccs1 | -29 | -2 | 0 | 1 | -5 | -1 | -13 | -9 | 0.4
O=C(NCCN1CCCOC1=O)C(=O)NCCN1CCCOC1=O | 21 | -4 | 3 | 3 | -13 | -1 | -14 | 4 | 1.7
COC(=O)CC1C(=O)NCCN1C(=O)CSc1nnc(Nc2ccc(OC)cc2)s1 (centres undefined) | 2 | 14 | 0 | -4 | -2 | 2 | -24 | -1 | 0.1
CCOC(=O)c1cc(-c2ccccc2)sc1NC(=O)C(C)N1C(=O)NC(C)(c2ccc(Cl)cc2)C1=O (centres undefined) | 8 | -27 | -1 | -17 | -40 | -2 | -3 | -19 | 0.0
O=C(COC(=O)c1cccc(NS(=O)(=O)/C=C/c2ccccc2)c1)Nc1ccccc1OC(F)F | 4 | 17 | 7 | 3[fluorescence artefact?] | -11 | 0 | -13 | -1 | 0.9
Cc1nn(C)c(=O)n1-c1ccc(Oc2ccccc2)cc1 | 1 | 5 | 3 | -5 | -6 | 1 | -28 | -10 | -0.1
[O-][n+]1c2c(nn1-c1ccc(Cl)c(Cl)c1)-c1nonc1CC2 | 25 | -5 | 1 | 2 | -10 | 1 | -15 | -13 | -1.3
CC(=O)Nc1cc(C(C)(C)C)c(O)c(C(C)(C)C)c1 | 0 | -7 | 5 | 11 | -10 | 18 | 9 | -3 | 0.0
O=C(/C=C/c1ccccc1[N+](=O)[O-])NCc1ccccc1Cl | -4 | 1 | 1 | 2 | -4 | 0 | 9 | -19 | 1.5
COc1ccc(-c2cc(C(=O)N3CCN(c4ncccn4)CC3)c3ccccc3n2)c(OC)c1 | 4 | -17 | 2 | 9[fluorescence artefact?] | -5 | -5 | -7 | -4 | 2.2
COC(=O)C1=C(N)c2c(F)cccc2C1(C#N)c1ccccc1 (centres undefined) | -1 | -22 | -3 | -4 | -5 | 2 | -24 | -11 | -1.2
CCN1CCN(C(=O)c2sc3ncnc(N4CCc5ccccc5C4)c3c2C)CC1 | 24 | -4 | -1 | -10 | -1 | 1 | 3 | -17 | 2.2
O=c1[nH]c2cc3c(cc2cc1CN(Cc1nnnn1CC1CCCO1)C1CCCCC1)OCO3 (centres undefined) | 2 | -28 | 57* | -13 | -16 | 18 | 57* | -14 | -0.4
COc1cccc(-c2nnc(SCc3ccc(C#N)cc3)n2Cc2ccco2)c1 | 2 | 2 | 24 | -3 | -18 | 25 | -12 | 0 | -0.3
C[C@H]1CC[C@@]2(O[C@@H](CCO)C[C@@H](O)[C@@H]2O)O1 | 10 | -1 | 2 | 2 | -7 | 0 | -2 | / | 1.3
N#Cc1cc2c(nc1S(=O)(=O)Cc1ccccc1)CCCC2 | -14 | 2 | -4 | -5 | 2 | 0 | -5 | -23 | 2.2
COc1ccc(/C=N/n2cc(-c3ccc(OC)cc3)nc2N)cc1 | 2 | -12 | -1 | 5 | 1 | 1 | -16 | -11 | -0.5
Cc1cccc(COCC(Cc2ccccc2)N2CCN(C(=O)c3ccc(C(F)(F)F)cc3)CCC2=O)c1 (centres undefined) | -4 | -2 | -12 | -5 | 3 | -11 | -5 | / | 1.2
O=C(Nc1ccncc1)c1ccc(-c2ccccc2)cc1 | -4 | 3 | -1 | 11 | -4 | -2 | -6 | -50 | 4.0
Cn1c(SCc2cc(=O)[nH]c3ccccc23)nnc1-c1ccco1 | -1 | -6 | 0 | 10 | -15 | 4 | 1 | -28 | 0.0
O=C(Nc1nc2c(s1)CCCC2)c1ccc2ncsc2c1 | -4 | -12 | 10 | 4 | -84 | 34 | -69 | -41 | 3.1
COc1ccccc1OCC(=O)Nc1ccc2c(c1)n(C)c(=O)n2C | -31 | -4 | -5 | -2 | -3 | 0 | -1 | -8 | 16
COc1ccc([C@H]2Oc3cc(O)cc(O)c3C(=O)C2[C@@H]2C(=O)c3c(O)cc(O)cc3O[C@@H]2c2ccc(OC)cc2)cc1 (some centres undefined) | 14 | -130 | -1 | -5 | -5 | 4 | 3 | -10 | -0.5
Cc1ccc(S(=O)(=O)n2c3ccc(Cl)cc3c3nc(C)sc32)cc1 | 0 | -4 | 3 | 0 | -17 | 0 | -8 | / | 0.4
CC1(C)CC2(CC(C)(C)NC(=O)N2)NC(=O)N1 | -1 | -5 | 1 | -5 | 4 | 2 | -6 | -5 | -0.6
O=Cc1cn(CC(=O)Nc2ccc(F)cc2)c2ccccc12 | 28 | 0 | -2 | -13 | -7 | -1 | -25 | -38 | 0.8
Cc1ccc(NC(=O)CN2C(=O)NC3(CCc4ccccc43)C2=O)cc1 (centres undefined) | 0 | -5 | -5 | -13 | 3 | 0 | -6 | 2 | 12
CC1CCCC(C)N1S(=O)(=O)c1ccc(S(=O)(=O)NCc2ccccc2)cc1 (centres undefined) | 16 | 9 | 2 | 2 | -5 | 2 | 9 | -10 | -0.3
C=CCn1c(SCC(=O)NC2CCCCC2)nnc1-c1ccc(OC)cc1 | -2 | -5 | -1 | 0 | -2 | 0 | 10 | -11 | /
CCOC(=O)c1cnc2cc(C)nn2c1-c1ccccc1 | 1 | -9 | -3 | -8[fluorescence artefact?] | -3 | 0 | -4 | -11 | 0.6
CC(C)N(CCc1ccncc1)C(=O)Nc1ccc(F)cc1 | -1 | -1 | -1 | -1 | -15 | 3 | -10 | -10 | 0.5
CCN(CC)CCCN(Cc1cc2cc3c(cc2[nH]c1=O)OCO3)C(=O)Nc1ccccc1OC | 2 | -27 | -6 | -11 | -13 | -2 | -4 | -13 | 0.4
Fc1ccc(CSc2nncn2NCc2ccc3c(c2)OCO3)cc1 | 1 | 4 | -1 | 3 | 103* | 0 | -2 | -9 | 0.2
COc1ccccc1NC(=O)N1C2CCCC1CC(NC(=O)c1ccccc1)C2 (centres undefined) | 28 | -6 | -1 | -5 | 4 | 0 | -9 | -5 | 1.0
CN(C)CCNc1ncnc2c1sc1nc(N3CCOCC3)c3c(c12)CC(C)(C)SC3 | -1 | -28 | -2 | -1 | -13 | 0 | -10 | 4 | 2.0
